telomere uncapping = survival after telomere uncapping, modulators, primary screen, cell-based (AID 1259312); HCT116 + Ad-hTR-mut, survival, MTT, 5 d; active compounds read high; fold change at 10 µM; 4,500 tested, 4.5% active;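 active means cell survival measured by absorbance rises more than 2.5-fold over infected cells without compound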;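 further: virus expresses mutant telomerase RNA that uncaps telomeres and kills cells; compound added 2 days after infection so exposure lasts 3 days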
Active calls of the source: *; i = inactive. Not all compounds are listed (hit frequency here may not be typical).

The first 6 entries, to show the layout:
#	mol	telomere uncapping
1	CC1CN(c2ccc([N+](=O)[O-])c(N3CCOCC3)c2)CCN1 (stereo unspecified)	-1.03
2	c1ccc2c(c1)CCc1c-2[nH]c2ccccc12	-1.4
3	COC(=O)c1n[nH]c([N+](=O)[O-])c1[N+](=O)[O-]	i
4	O=C(CCl)Nc1nccs1	1.53
5	Cc1ccc2c(c1)c(=O)c1c3n2CCNC3CC1 (stereo unspecified)	1
6	Cc1ccc(OP(=O)(Oc2ccc(C)cc2)Oc2ccc(C)cc2)cc1	1.15

The whole of this part, from the first entry:
#	mol	telomere uncapping
1	CC1CN(c2ccc([N+](=O)[O-])c(N3CCOCC3)c2)CCN1 (stereo unspecified)	-1.03
2	c1ccc2c(c1)CCc1c-2[nH]c2ccccc12	-1.4
3	COC(=O)c1n[nH]c([N+](=O)[O-])c1[N+](=O)[O-]	i
4	O=C(CCl)Nc1nccs1	1.53
5	Cc1ccc2c(c1)c(=O)c1c3n2CCNC3CC1 (stereo unspecified)	1
6	Cc1ccc(OP(=O)(Oc2ccc(C)cc2)Oc2ccc(C)cc2)cc1	1.15
7	O=S(=O)(NC(O)C(Cl)(Cl)Cl)c1ccccc1 (stereo unspecified)	1.15
8	CCOC(=O)C1=C(N)OC(C)=C(C(=O)OCCOC)C12C(=O)Nc1ccc(Br)cc12 (stereo unspecified)	1.07
9	Cc1cc(C)c(C)c(C=C(C#N)C#N)c1C	1.51
10	CC1CN(c2ccccc2[N+](=O)[O-])CCN1 (stereo unspecified)	1.8
11	CN1CCN(c2ccc([N+](=O)[O-])c(NC3CC3)c2)CC1	1.18
12	CN1C(=O)N(C)C2C1N(C)C(=O)N2C (stereo unspecified)	-1.18
13	O=C(Nc1ccccc1)Nc1cnns1	-2.67
14	O=[N+]([O-])c1ccc(NCCO)c2cccnc12	-1.59
15	O=Cc1cn(Cc2nc(-c3ccc(Br)cc3)no2)c2ccccc12	-2.63
16	O=c1[nH]c(=O)n(Cc2ccco2)c(O)c1C=NCc1cccs1	i
17	O=C(CCl)NCc1ccco1	1.2
18	O=[N+]([O-])c1cn(Cn2cc([N+](=O)[O-])nc2Cl)c(Cl)n1	-1.42
19	CC(C)C(=O)OCC1CCCN2CCCCC12 (stereo unspecified)	2.14
20	C#CCSc1nc2ccccc2c(=O)n1-c1ccccc1	-2.72
21	CN1CC(C(=O)NC2(C)OC3(O)C4CCCN4C(=O)C(Cc4ccccc4)N3C2=O)C=C2c3cccc4[nH]cc(c34)CC21 (stereo unspecified)	1.4
22	CC(C)(CNc1ccc([N+](=O)[O-])c2cccnc12)CNS(=O)(=O)c1ccc(Br)cc1	-1.01
23	Nc1cc(N2CCNCC2)ccc1[N+](=O)[O-]	1.66
24	COc1ccc(/C=C\[N+](=O)[O-])cc1OC	-5.12

A run of entries of the results above:
#	mol	telomere uncapping
1	CC1CN(c2ccc([N+](=O)[O-])c(N3CCOCC3)c2)CCN1 (stereo unspecified)	-1.03
2	c1ccc2c(c1)CCc1c-2[nH]c2ccccc12	-1.4
3	COC(=O)c1n[nH]c([N+](=O)[O-])c1[N+](=O)[O-]	i

Assay outcomes as filed in PubChem.
